Source: PubChem (Southern Research Specialized Biocontainment Screening Center)
H1N1 NS1A inhibition: NS1A inhibition, H1N1 influenza, cell based functional assay (AID 504329); inhibition, % at 12.5 µM, or IC50 in µM where a hit was titrated; 0.3% of 340,000 active; NS1A functional cell-based assay, percent inhibition; higher % means a stronger effect; in the data active = a potency from the dose series; inconclusive = inhibition above about 27% without an active follow-up result; also: strong numbers were not always called active
M. tuberculosis: growth inhibition of non-replicating M. tuberculosis (AID 488890). 0.39% of 320,000 active. Mycobacterium tuberculosis non-replicating, growth inhibition; higher % means a stronger effect. one-dose inhibition, % at 25 µM; IC50 in µM for titrated hits; in the data active = a potency from the dose series; inconclusive = inhibition mostly from about 82% at the one dose, without a potency; inactive = the rest, 99 in 100 with inhibition below about 76%;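 also: plate controls were DMSO cells for no effect and high antibiotic wells for full effect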
VEEV TC-83 Vero: inhibitors of VEEV TC-83 cytopathic effect, confirmation, Vero cells (AID 588727) | Vero cells, VEEV TC-83 cytopathic effect inhibition; higher % means a stronger effect | one-dose inhibition, % at 20 µM; IC50 in µM for titrated hits | 0.13% of 350,000 active; in the data active = a potency from the dose series; inconclusive = inhibition mostly from about 14% at the one dose, without a potency; inactive = the rest, 99 in 100 with inhibition below about 12%; also: strong numbers were not always called active
PhoP GFP inhibition: Inhibition of PhoP regulon, Salmonella typhi GFP reporter cells, confirmation, 4 h (AID 1850); Salmonella Typhi PhoP-promoter GFP reporter, fluorescence, 4 h; higher % means a stronger effect; inhibition, % at 50 µM; hits with a dose series show IC50 in µM; 0.33% of 310,000 active; in the data active = a potency from the dose series; inconclusive = inhibition mostly from about 25% at the one dose, without a potency; inactive = the rest, 99 in 100 with inhibition below about 19%;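 also: 0% = induced wells with vehicle and 100% = uninduced wells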
H37Rv inhibition: M. tuberculosis growth inhibition, HTS (AID 449762); M. tuberculosis H37Rv growth inhibition, 7H9 media; higher % means a stronger effect; inhibition, % at 25 µM, or IC50 in µM where a hit was titrated; 0.59% of 330,000 active; in the data active = a potency from the dose series; inconclusive = inhibition above about 70% without an active follow-up result;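 also: bacterial growth assessed after seven days of incubation; strong numbers were not always called active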
VEEV TC-83 Vero 10K pilot screen: further read-out of VEEV TC-83 Vero, marked with its call; inhibition, %; measured here: 10K pilot screen inhibition
* = called active by the depositor; i = inactive; ? = inconclusive; . = no result given; & = joins results of further samples.

Start of the data: the first 4 records as a preview:
SMILES	H1N1 NS1A inhibition	M. tuberculosis	VEEV TC-83 Vero	PhoP GFP inhibition	H37Rv inhibition	others
CCNC(=O)NC(=O)C(C)SCc1ccccc1C (stereo unspecified)	1%	11%	1.1%	-4%	1%
CCCN(CCO)Cc1cccc(Cl)c1	-2%	-5%	i	-1%	-14%	VEEV TC-83 Vero 10K pilot screen=0.0
O=c1c2cc(Br)ccc2nc2n1CCCCC2	6%	71%	0.9%	-9%	4%
Cn1nnnc1SCCOc1ccc(C#N)cc1	0%	1%	3.0%	0%	-6%

The whole of this part (from the top)
SMILES	H1N1 NS1A inhibition	M. tuberculosis	VEEV TC-83 Vero	PhoP GFP inhibition	H37Rv inhibition	others
CCNC(=O)NC(=O)C(C)SCc1ccccc1C (stereo unspecified)	1%	11%	1.1%	-4%	1%
CCCN(CCO)Cc1cccc(Cl)c1	-2%	-5%	i	-1%	-14%	VEEV TC-83 Vero 10K pilot screen=0.0
O=c1c2cc(Br)ccc2nc2n1CCCCC2	6%	71%	0.9%	-9%	4%
Cn1nnnc1SCCOc1ccc(C#N)cc1	0%	1%	3.0%	0%	-6%
CCc1c(C2(O)CCCCC2)[nH]c2ncccc12	-24%	.	1.6%	.	3%
COc1ccc(C(=O)CSC#N)cc1OC	-10%	35%	1.7%	-6%	-7%
O=C(NCCC1=CCCCC1)c1ccc(F)cc1	-5%	1.4µM*	0.6%	2%	0%
COC(=O)C1CCN(C(=O)c2oc3c(Cl)cc(C)cc3c2C)CC1	-2%	36%	3.3%	-14%	?
C/C(=N\NC(=O)c1ccccc1)c1ccc2c(c1)OCO2	-2%	35%	4.0%	0%	-1%
COc1cc(N)c(Cl)cc1C(=O)OCC(=O)c1cccs1	3%	1%	7.2%	2%	2%
Cc1cccnc1NC(=O)CN1C(=O)COc2ccc(Cl)cc21	-5%	1%	i	2%	3%
Cn1c(=O)oc2cc(S(=O)(=O)N3CCN(Cc4ccc5c(c4)OCO5)CC3)ccc21	0%	-3%	2.0%	7%	3%
CCOC(=O)C1=C(COC(=O)/C=C/c2cccc(OC)c2)NC(=O)NC1C (stereo unspecified)	6%	30%	10%	-16%	5%
Cc1nn(Cc2ccccc2Cl)c(Cl)c1/C=C/C(=O)OCC(=O)NC1CCS(=O)(=O)C1 (stereo unspecified)	7%	4%	5.7%	6%	-1%
COc1cccc(OC)c1OCCCCc1c(C)n[nH]c1C	-2%	22%	0.7%	4%	5%
COC(=O)C1=C(C)OC(N)=C(C#N)C1c1ccccc1F (stereo unspecified)	0%	-5%	0.6%	-8%	-6%
Fc1ccc(-n2nnc(-c3ccccc3Br)n2)cc1	3%	11%	3.3%	5%	13%
Cc1ccc2nc(-c3sc4nc(C)ccc4c3N)[nH]c2c1	-6%	-4%	0.4%	2%	-8%
COc1ccc(N2C(=O)CCC(C(=O)NCCCN3CCC(C)CC3)C2c2ccc(OC)c(OC)c2)cc1 (stereo unspecified)	-9%	-10%	0.7%	17%	-9%
O=C(CN1CCC(n2nnc3cc(F)ccc32)CC1)NNC(=O)c1ccccc1	6%	-6%	0.2%	-1%	7%
COc1ccc(/C=C/C(=O)OCC(=O)Nc2ccc(OC)c(S(=O)(=O)N3CCCCC3)c2)cc1	15%	-15%	0.4%	-4%	-4%	VEEV TC-83 Vero 10K pilot screen=0.6
COC(=O)CCC(=O)Nc1sc2c(c1C#N)CCCC2	-6%	4%	0.5%	-7%	2%
CC(C)(C)C1CCc2onc(C(=O)Nc3cccnc3)c2C1 (stereo unspecified)	1%	6%	0.2%	1%	9%
Cc1onc(-c2c(Cl)cccc2Cl)c1/C(N)=N/OC(=O)C1CC1	-21%	27%	0.4%	1%	40%
CN(C)S(=O)(=O)N1C(=O)c2ccccc2C1=O	0%	-14%	0.2%	20%	0%
Cc1sc(NC(=O)Cn2[nH]c(=O)c3ccccc3c2=O)nc1-c1ccccc1	5%	20%	9.0%	-8%	35%
N#Cc1nc(-c2ccco2)oc1N1CCN(c2ccccc2)CC1	-11%	-5%	1.3%	10%	-1%
Cn1c(=O)c2c(-c3ccccc3)n(CCCN3CCOCC3)cc2n(C)c1=O	8%	-6%	3.8%	2%	4%
CCOC(=O)C1C(c2ccccc2O)NC(=O)NC1(O)C(F)(F)F (stereo unspecified)	-3%	0%	0.6%	11%	0%
CSc1ccc(/C=C2\NC(=O)NC2=O)cc1	.	-6%	1.0%	3%	-2%
CC(C#Cc1c([C@@H](C)Oc2ccccc2)nnn1Cc1ccccc1)Oc1ccccc1 (stereo partly specified)	-13%	3%	i	-11%	3%
CSC1=NCCN1C(=O)c1cccc(Br)c1	1%	-6%	2.0%	-3%	-5%
Cc1ccc(C(=O)CS(C)(=O)=O)cc1	9%	-6%	1.8%	-2%	-1%
Cn1ncc([N+](=O)[O-])c1C(=O)Nc1nccs1	-7%	-14%	i	-8%	9%
COc1ccc(-c2nc(SC)n(C)c(=O)c2C#N)cc1OC	6%	3%	4.3%	-4%	5%
CC(C)NC(=O)CN(Cc1ccc(F)cc1)C(=O)CCC(=O)Nc1nccs1	6%	-1%	0.5%	8%	7%
COc1cc(C(=O)ON=C2C3CC4CC(C3)CC2C4)cc(OC)c1OC	-12%	47%	1.0%	6%	?
Cc1ccc(-c2cc3nc(C)cc(NCc4ccco4)n3n2)cc1	-7%	13%	i	12%	?
CCCn1c(SCC(=O)NNC(=O)c2ccc(OC)cc2)nnc1C(C)C	9%	-2%	0.0%	4%	8%
Cc1ccc(NC(=O)CNCC(c2ccccc2)N(C)C)cc1F (stereo unspecified)	-13%	27%	0.3%	8%	5%
O=C(OCCNc1nc(-c2ccccc2)nc2ccccc12)c1ccncc1	0%	1%	0.4%	-7%	7%	VEEV TC-83 Vero 10K pilot screen=3.7
O=[N+]([O-])c1ccccc1CCc1ccccc1[N+](=O)[O-]	4%	.	0.7%	.	.
Cc1cc(C)n(-c2ccc(C(=O)Nc3ccccc3N3CCOCC3)cc2)n1	1%	9%	i	2%	0%
CN1C2CCC1/C(=C\c1ccccc1)C(=O)/C2=C\c1ccccc1	10%	6%	11%	-5%	.
CC1CCN(CC(=O)Nc2sc3c(c2C#N)CCC3)CC1	-21%	6%	1.3%	0%	-5%
O=C(N[C@@H]1C/C=C\C[C@@H](CC(=O)N(CCO)Cc2ccccc2)C(=O)N[C@H](Cc2ccccc2)COC1=O)OCC1c2ccccc2-c2ccccc21	1%	59%	0.1%	.	-6%
CCC(=O)Nc1ccc(C(=O)CSc2nc3ccc(C)cc3[nH]2)cc1	14%	5%	2.4%	-3%	-2%
CCCCn1c(N)c(N(CCC(C)C)C(=O)CC2OC(=O)c3ccccc32)c(=O)[nH]c1=O (stereo unspecified)	-5%	-2%	2.5%	10%	-7%
O=C(Nc1nncs1)c1ccc2c(c1)OCO2	8%	11%	1.6%	-1%	3%
O=C(Nc1ccc2ccccc2n1)C1CCCCC1	.	10%	0.8%	-2%	-2%
CC12CC3(C)CC(C)(C1)CC(C(=O)NCc1ccccn1)(C2)C3	-10%	-37%	1.1%	0%	1%
Cc1ccc2sc(N(CCCN(C)C)C(=O)c3ccc(S(=O)(=O)N4CCCCCC4)cc3)nc2c1C	16%	2%	6.6%	11%	-4%
CC1=C(C(=O)OCc2ccccc2)C(c2cccnc2)c2c(n(C)c(=O)n(C)c2=O)N1 (stereo unspecified)	1%&1%	14%	1.6%&2.7%	5%	0%
N#CCCN(C(=O)CN1CCN(S(=O)(=O)c2ccc(Cl)s2)CC1)c1ccc(F)cc1	-17%	14%	1.1%	.	2%
COC(=O)COc1cc(Cl)c(C=O)cc1OC	-1%	66%	0.7%	-2%	8%
Cc1cc(C)c(S(=O)(=O)Nc2cccc3nsnc23)c(C)c1	-8%	9%	6.2%	11%	0%
CCOC(=O)c1cnc(SC)nc1Oc1cccc(NC(=O)c2ccc(Cl)cc2)c1	-8%	10%	7.1%	-4%	23%
COc1cc(N=c2ssnc2Cl)cc(OC)c1OC	-9%	i	4.3%	3%	-3%
COCCNCC(=O)NC12CC3CC(CC(C3)C1)C2	-3%	13%	16µM*	-7%	5%
CC(OC(=O)c1cccc(-n2cnnn2)c1)c1nc2ccccc2c(=O)[nH]1 (stereo unspecified)	8%	25%	2.4%	.	0%

Structures listed so far containing a nitro group on carbon, in the order listed:
SMILES	H1N1 NS1A inhibition	M. tuberculosis	VEEV TC-83 Vero	PhoP GFP inhibition	H37Rv inhibition	others
Cn1ncc([N+](=O)[O-])c1C(=O)Nc1nccs1	-7%	-14%	i	-8%	9%
O=[N+]([O-])c1ccccc1CCc1ccccc1[N+](=O)[O-]	4%	.	0.7%	.	.

Continuation:
SMILES	H1N1 NS1A inhibition	M. tuberculosis	VEEV TC-83 Vero	PhoP GFP inhibition	H37Rv inhibition	others
COc1ccc(S(=O)(=O)N2CCOCC2)cc1NC(=O)/C=C/c1ccc(F)cc1	-13%	.	0.9%	.	.
CCOC(=O)C1(Cc2ccccc2Cl)CCN(C(=O)c2cnccn2)CC1	1%	3%	i	-7%	-2%
O=C(Nc1ccc(Cl)cc1F)C1CC(=O)N(Cc2ccco2)C1 (stereo unspecified)	7%	.	0.7%	.	.
CC1CCN(c2nc(-c3ccncc3)nc3ccccc23)CC1	7%	?	i	10%	?
Cn1cc(NC(=O)Nc2ccc(C(F)(F)F)cc2)c(C(F)(F)F)n1	-1%	15%	1.6%	-13%	?
COc1ccc(-n2nc(C(=O)NCC(=O)N3CCCCCC3)c3ccccc3c2=O)cc1Cl	10%	33%	5.9%	1%	20%
O=C1CN(C(=O)NCC(=O)N2CCCC2)c2ccccc2N1	-10%	3%	i	-23%	-4%
Cc1cc(=O)c2ccccc2[nH]1	7%	-5%	i	0%	-2%
COc1ccc(CN2CCC(n3nccc3NC(=O)c3cccc(F)c3)CC2)cc1O	-4%	3%	i	9%	5%
CCOC(=O)c1cn(Cc2ccccc2)nn1	3%	75%	4.1%	-3%	-2%
COc1ccc(C2CC(C(F)(F)F)n3ncc(C(=O)NCC4CCCO4)c3N2)cc1OC (stereo unspecified)	10%	-6%	1.6%	-1%	-4%
Cc1nn(Cc2ccccc2)c(C)c1/C=N/NC(=O)c1ccccc1O	-14%	23%	0.1%	7%	-2%
Cc1onc(-c2ccccc2)c1C(=O)c1c[nH]c(C(=O)NCCCN2CCOCC2)c1	-4%	2%	i	10%	-3%
Cc1ccc(NC(=O)CN2CCC(NC(=O)c3ccccc3F)CC2)cc1C	8%	8%	i	6%	-2%
COc1cc(OC)cc(C(=O)NCC(=O)OC(C)C(=O)NC(C)C2CC3CCC2C3)c1 (stereo unspecified)	-4%	1%	1.9%	.	0%
COc1ccc(CC(=O)Nc2sc3c(c2C#N)CC(C)(C)NC3(C)C)cc1OC	0%	-6%	i	-2%	-2%
CCCCn1c(CCCNC(=O)CC)nc2ccccc21	-6%	-22%	0.1%	-5%	-8%
O=C(COC(=O)c1ccco1)NCc1ccc(Cl)cc1Cl	-10%	5%	0.6%	.	2%
CC(=O)CCc1c(C)nc2ccc(C)cc2c1Cl	2%	5%	1.8%	-2%	2%
Cc1ccc(S(=O)(=O)CCSc2nccn2C)cc1	7%	-3%	0.2%	12%	-9%
Cc1ccc([C@@H]2CC=C(C(=O)O)[C@H](c3cccc(F)c3)N2S(=O)(=O)c2ccccc2C)cc1	-5%	35%	0.6%	.	-1%
O=C(NC1CC1)C(=O)c1c[nH]c2ccccc12	-3%	-2%	5.5%	5%	-12%
Nn1c(SC/C=C/c2ccccc2)nnc1-c1ccccn1	24µM*	45%	2.3%	8%	-2%
COc1cccc(C=O)c1OC(=O)N1CCOCC1	18%	-22%	i	0%	-3%
O=c1c2ccccc2nc(CSc2nnnn2-c2ccccc2)n1-c1ccccc1	-3%	-11%	i	7%	2%
CC(=O)Nc1ccc(S(=O)(=O)N2CCCC2C(=O)Nc2ccc3c(c2)OCCO3)cc1 (stereo unspecified)	-3%	-6%	0.4%	2%	-5%
C/C=C(\C)CN1CCN(c2cc(C)ccc2C)CC1	2%	-10%	2.8%	7%	2%
NC(=O)C1CCN(C(=O)c2cnn(-c3ccccc3)c2NC(=O)c2cccc(F)c2)CC1	11%	14%	1.2%	8%	-2%
Cc1cc(C(=O)N/N=C/c2c[nH]c3ccccc23)c(C)o1	0%	.	i	-5%	1%
N=C1C(c2ccccc2)=C(O)CN1c1cccc2ccccc12	14%	-1%	1.2%	-5%	-3%
Cc1nc2ccccc2c(=O)n1-c1cc([N+](=O)[O-])cc([N+](=O)[O-])c1	-2%	.	i	3%	6%

No enrichment for hits; overall some 1.5% were active at least once.
